Bioassay records from PubChem.
Myeloid diff 2 – induction of myeloid progenitor differentiation, primary screen, cell-based, flow cytometry, MLPCN library; ER-HoxA9 myeloid progenitors, lysozyme-GFP differentiation; calls only at 10 µM; 1% of 360,000 active;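 active = normalized GFP-positive differentiation at or above the plate's own cutoff, the solvent-only control mean plus 3 SD; inconclusive = no clear call, values can overlap the other calls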;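 also: cells exposed to compound for four days before flow analysis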
MgcRacGAP inhibition – MgcRacGAP GTPase-activating activity inhibitors, confirmation, biochemical, ADP Hunter fluorescence; Rac GTPase-activating protein 1 (Homo sapiens); MgcRacGAP-stimulated Rac1 GTP hydrolysis, ADP Hunter fluorescence; higher % means a stronger effect; GST-tagged Rac1 F28L mutant substrate; inhibition, % at 30 µM, or IC50 in µM where a hit was titrated; 0.6% of 340,000 active; AID 624330, 2012;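 active = first-screen hits whose inhibition reached a set limit at any dose in the follow-up dose series; inconclusive = inhibition above the set first-screen limit but never retested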;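 also: fluorescence reports GDP produced by GAP-driven GTP hydrolysis; strong numbers were not always called active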
West Nile antiviral – West Nile virus antiviral activity, cell-based, CPE readout (AID 1621) | West Nile virus-infected cells, CPE inhibition; higher % means a stronger effect | one-dose CPE inhibition, % at 10 µM; IC50 in µM for titrated hits | 0.02% of 290,000 active; in the data active = a potency from the dose series; inconclusive = CPE inhibition mostly from about 3.7% at the one dose, without a potency; inactive = the rest, 99 in 100 with CPE inhibition below about 2.2%; also: strong numbers were not always called active
Myeloid diff 2 GFP+ MAC1+ % – also measured in Myeloid diff 2; calls as there; GFP+ MAC1+ double positive, %; measured here: differentiation confirmed by MAC1 staining
Numbers without * were called inactive; i = inactive; u = inconclusive; x = no result given; + = active, no number. A portion of the library, so the mix of outcomes need not match the whole.

| entry | structure | Myeloid diff 2 | Myeloid diff 2 GFP+ MAC1+ % |
| --- | --- | --- | --- |
| 1 | COc1ccc(CCC(=O)Nc2sc(C(=O)N(C)C)c(C)c2C#N)cc1 | i | 0.7 |
| 2 | COc1cccc(NC(=O)CCC(=O)Nc2cc(OC)c(NC(=O)c3cccs3)cc2OC)c1 | i | 1.1 |
| 3 | C/C(=C\c1ccc(F)cc1)C(=O)c1c(C)cc(C)[nH]c1=O | i | 0.6 |
| 4 | Cn1nccc1C(=O)OCC(=O)Nc1ccccc1Cl | i | 3.0 |
| 5 | COc1ccccc1C(=O)C1CCCN(C(=O)c2ccccc2C(C)=O)C1 (stereo unspecified) | i | 1.6 |
| 6 | COc1ccccc1N(C(=O)c1snc(C(N)=O)c1N)C(C(=O)NCc1ccccc1)c1ccc(C)o1 (stereo unspecified) | i | 0.5 |
| 7 | O=C(N/C(=C/c1ccco1)C(=O)N1CCOCC1)c1ccc([N+](=O)[O-])cc1 | i | 2.0 |
| 8 | C/C(=N\NC(=O)c1ccco1)c1ccc(NC(=O)C(F)(F)F)cc1 | i | 6.9 |

| entry | MgcRacGAP inhibition | West Nile antiviral |
| --- | --- | --- |
| 1 | 8% | -0.1% |
| 2 | 9% | -0.1% |
| 3 | 4% | 0.0% |
| 4 | 2% | 0.2% |
| 5 | 8% | -0.3% |
| 6 | 3% | 0.2% |
| 7 | 8% | 0.1% |
| 8 | 4% | -0.8% |

Remaining list, next part:
| entry | structure | Myeloid diff 2 | Myeloid diff 2 GFP+ MAC1+ % |
| --- | --- | --- | --- |
| 9 | CC(=O)Nc1ccc(S(=O)(=O)N2CCN(C(=O)c3ncoc3-c3ccccc3)CC2)cc1 | i | 0.0 |
| 10 | CC(C)(O)C#Cc1ccc(C(=O)N2CCC(C(N)=O)(N3CCCCC3)CC2)o1 | i | 1.1 |
| 11 | CCN(Cc1ccccc1)C(=O)c1[nH]c2ccc(OC)cc2c1C | i | 0.5 |
| 12 | COc1ccc(/C(O)=C2/C(=O)C(=O)N(c3ccccn3)C2c2ccc(OC)cc2)cc1 (stereo unspecified) | i | 0.3 |
| 13 | Cc1cc(C)cc(NC(=O)c2cccc(N3C(=O)C4C5C=CC(C5)C4C3=O)c2)c1 (stereo unspecified) | i | 2.3 |
| 14 | COc1ccc(S(=O)(=O)Oc2cc(C(=S)N3CCOCC3)ccc2OC)cc1 | i | 0.5 |
| 15 | Cc1ccn2c(C(=O)N/N=C/c3ccc(Cl)cc3)c(C)nc2c1 | i | 0.4 |
| 16 | CCN(CC)C1CCN(C(=O)c2ccc3nc(Cc4ccc(OC)cc4)oc3c2)C1 (stereo unspecified) | i | 4.1 |

| entry | MgcRacGAP inhibition | West Nile antiviral |
| --- | --- | --- |
| 9 | -6% | -0.1% |
| 10 | 11% | 0.6% |
| 11 | 7% | -0.6% |
| 12 | 10% | 0.1% |
| 13 | 8% | -0.9% |
| 14 | 11% | -0.8% |
| 15 | 9% | 0.1% |
| 16 | 6% | -0.1% |

Whole records from above. Values in the order: Myeloid diff 2 | Myeloid diff 2 GFP+ MAC1+ % | MgcRacGAP inhibition | West Nile antiviral
Entry for Cc1ccn2c(C(=O)N/N=C/c3ccc(Cl)cc3)c(C)nc2c1 : i | 0.4 | 9% | 0.1%
Entry for COc1ccc(S(=O)(=O)Oc2cc(C(=S)N3CCOCC3)ccc2OC)cc1 : i | 0.5 | 11% | -0.8%
Entry for COc1ccc(/C(O)=C2/C(=O)C(=O)N(c3ccccn3)C2c2ccc(OC)cc2)cc1 (stereo unspecified) : i | 0.3 | 10% | 0.1%
Entry for Cc1cc(C)cc(NC(=O)c2cccc(N3C(=O)C4C5C=CC(C5)C4C3=O)c2)c1 (stereo unspecified) : i | 2.3 | 8% | -0.9%

Additional results follow:
| entry | structure | Myeloid diff 2 | Myeloid diff 2 GFP+ MAC1+ % |
| --- | --- | --- | --- |
| 17 | CNC(=O)c1cc(S(=O)(=O)N2CC(C)OC(C)C2)ccc1N1CCOCC1 (stereo unspecified) | i | 2.2 |
| 18 | CC(=O)NC(Cc1ccc(C)cc1)C(=O)NC1CCN(C(=O)NCc2ccccc2)CC1 (stereo unspecified) | i | 0.3 |
| 19 | Fc1ccccc1CNCC1CCCO1 (stereo unspecified) | i | 0.4 |
| 20 | O=C(Nc1cc(Br)ccc1O)c1cc(-c2ccccc2)on1 | i | 1.9 |
| 21 | Cc1cc2cc3c(cc2nc1SCC(=O)N1CCCC1)OCCO3 | i | 0.5 |
| 22 | COCCn1c(C)nnc1SCC(=O)NNC(=O)c1ccc(Br)cc1 | i | 0.7 |
| 23 | CC(C)N1CCN(C(=O)C2CCC(=O)N(CCc3cccc(F)c3)C2)CC1 (stereo unspecified) | i | 1.2 |
| 24 | Cc1ccc(O)c(CNc2nc3ccccc3[nH]2)c1 | i | 0.9 |

| entry | MgcRacGAP inhibition | West Nile antiviral |
| --- | --- | --- |
| 17 | 11% | -0.3% |
| 18 | 3% | -0.1% |
| 19 | 14% | 0.0% |
| 20 | 11% | -1.1% |
| 21 | 4% | 0.4% |
| 22 | 1% | 0.4% |
| 23 | 4% | -0.4% |
| 24 | 14% | -1.3% |

Next part:
| entry | structure | Myeloid diff 2 | Myeloid diff 2 GFP+ MAC1+ % |
| --- | --- | --- | --- |
| 25 | NC(=O)c1nsc(C(=O)N(Cc2ccco2)C(C(=O)NCC2CCCO2)c2ccc(F)cc2)c1N (stereo unspecified) | i | 2.4 |
| 26 | O=C(c1cccs1)N1CCN(Cc2cn[nH]c2-c2ccc(F)cc2F)CC1 | u | x |
| 27 | Cc1ccc(C(=O)CN2CCN(c3ccccn3)CC2)c(C)c1 | i | 0.6 |
| 28 | Cc1ccc(C(=O)NC(=S)N2CCN(C)CC2)cc1Br | i | 0.6 |
| 29 | CCCc1ccc2oc(C(=O)NCCc3nc(C(=O)OCC)cs3)c(C)c2c1 | i | 1.1 |
| 30 | Cn1nccc1C(=O)OCC(=O)Nc1ccccc1 | i | 0.7 |
| 31 | COc1ccccc1CC(NC(C)=O)C(=O)NC1CCN(S(=O)(=O)c2ccccc2)CC1 (stereo unspecified) | i | 0.9 |
| 32 | Cc1ccccc1N1CCN(C2CCCN(C(=O)c3cn4cccc(C)c4n3)C2)CC1 (stereo unspecified) | i | 0.5 |

| entry | MgcRacGAP inhibition | West Nile antiviral |
| --- | --- | --- |
| 25 | 4% | 0.3% |
| 26 | -6% | -0.5% |
| 27 | 10% | -0.3% |
| 28 | 4% | -0.1% |
| 29 | 9% | -0.2% |
| 30 | 3% | 0.0% |
| 31 | 12% | -0.1% |
| 32 | 9% | 0.5% |

Other records.
| entry | structure | Myeloid diff 2 | Myeloid diff 2 GFP+ MAC1+ % |
| --- | --- | --- | --- |
| 33 | COc1ccc(Cl)cc1NC(=O)CSc1nc(NS(=O)(=O)c2ccccc2)cc(=O)[nH]1 | i | 0.3 |
| 34 | O=C(O)c1ccc(CN2C(=O)c3cccc4c([N+](=O)[O-])ccc(c34)C2=O)cc1 | u | x |
| 35 | Cc1ccc(C(=O)N/C(=C\c2cn(S(=O)(=O)N(C)C)c3ccccc23)C(=O)NCCN2CCOCC2)cc1 | i | 0.0 |
| 36 | COc1ccc(C(=O)N2CCC(NC(=O)C(Cc3ccccc3OC)NC(C)=O)CC2)cc1 (stereo unspecified) | i | 0.5 |
| 37 | COc1cc(C(=O)Nc2ccc(NC(=O)c3cccc(Cl)c3)nc2)cc(OC)c1OC | i | 6.0 |
| 38 | CN(Cc1ccccc1)C(=O)CCC1CCN(C(=O)CC2=CCCCC2)CC1 | i | 0.6 |
| 39 | CCN1CCN(C(=O)NS(=O)(=O)c2ccc(C)cc2)CC1 | i | 0.5 |
| 40 | COc1ccc(/C=C2\SC(=S)N(CCC(=O)Nc3cccc(O)c3)C2=O)cc1 | i | 0.9 |

| entry | MgcRacGAP inhibition | West Nile antiviral |
| --- | --- | --- |
| 33 | 8% | -0.1% |
| 34 | 14% | 1.1% |
| 35 | 8% | -0.3% |
| 36 | 5% | 0.0% |
| 37 | 5% | 2.3% |
| 38 | 0% | -0.1% |
| 39 | 7% | 0.0% |
| 40 | 1% | -0.1% |

Retrieved one by one from the list above, five records:
| entry | structure | Myeloid diff 2 | Myeloid diff 2 GFP+ MAC1+ % |
| --- | --- | --- | --- |
| 38 | CN(Cc1ccccc1)C(=O)CCC1CCN(C(=O)CC2=CCCCC2)CC1 | i | 0.6 |
| 40 | COc1ccc(/C=C2\SC(=S)N(CCC(=O)Nc3cccc(O)c3)C2=O)cc1 | i | 0.9 |
| 39 | CCN1CCN(C(=O)NS(=O)(=O)c2ccc(C)cc2)CC1 | i | 0.5 |
| 33 | COc1ccc(Cl)cc1NC(=O)CSc1nc(NS(=O)(=O)c2ccccc2)cc(=O)[nH]1 | i | 0.3 |
| 34 | O=C(O)c1ccc(CN2C(=O)c3cccc4c([N+](=O)[O-])ccc(c34)C2=O)cc1 | u | x |

| entry | MgcRacGAP inhibition | West Nile antiviral |
| --- | --- | --- |
| 38 | 0% | -0.1% |
| 40 | 1% | -0.1% |
| 39 | 7% | 0.0% |
| 33 | 8% | -0.1% |
| 34 | 14% | 1.1% |

Other compounds:
| entry | structure | Myeloid diff 2 | Myeloid diff 2 GFP+ MAC1+ % |
| --- | --- | --- | --- |
| 41 | O=C(CN(c1ccccc1Cl)S(=O)(=O)c1ccccc1)NCc1ccccc1 | i | 0.9 |
| 42 | Cc1ccc(OCCn2cc(/C=C/C(=O)O)c3ccccc32)cc1 | i | 0.3 |
| 43 | Cc1ccc2c(C)c(C(=O)N3CCN(c4ncccn4)CC3)oc2c1C | i | 1.1 |
| 44 | CCn1c(COc2cccc(OC)c2)nnc1SCC(=O)NC1CCCC1 | i | 0.3 |
| 45 | CN(C)c1ccc(/C=C/c2c([N+](=O)[O-])c(=O)n(C)c(=O)n2C)cc1 | i | 1.3 |
| 46 | Cc1ccc(OCC(=O)NCCNC(=O)c2cnccn2)cc1C | i | 2.2 |
| 47 | C=CCNc1nc2c(c(=O)[nH]c(=O)n2C)n1CC(O)COc1ccc2ccccc2c1 (stereo unspecified) | i | 1.1 |
| 48 | O=C(NCc1cccc(C(F)(F)F)c1)c1ccc2c(c1)OCO2 | i | 1.0 |

| entry | MgcRacGAP inhibition | West Nile antiviral |
| --- | --- | --- |
| 41 | 13% | -1.4% |
| 42 | 2% | 0.2% |
| 43 | 5% | -0.2% |
| 44 | 7% | 0.3% |
| 45 | 9% | 0.2% |
| 46 | 6% | 0.1% |
| 47 | -10% | -0.5% |
| 48 | 5% | -0.9% |

Remaining list, next part:
| entry | structure | Myeloid diff 2 | Myeloid diff 2 GFP+ MAC1+ % |
| --- | --- | --- | --- |
| 49 | CC(=O)Nc1ccc(Nc2ncnc3c2nnn3Cc2ccccc2Cl)cc1 | i | 0.5 |
| 50 | Cc1cc(C(=O)N2CCCC(C(=O)c3ccc(Oc4ccccc4)cc3)C2)n[nH]1 (stereo unspecified) | i | 4.8 |
| 51 | CCc1nc(CNC(=O)C2CCC(=O)N(Cc3ccccc3F)C2)no1 (stereo unspecified) | i | 0.7 |
| 52 | COc1ccc(NC(=O)c2oc3ccccc3c2CSC)cn1 | i | 0.7 |
| 53 | CN(C)S(=O)(=O)N1CCc2ccc(NC(=O)C3CCCO3)cc2C1 (stereo unspecified) | i | 0.6 |
| 54 | COc1ccc(C(=O)C2CCCN(C(=O)c3ccc(C(C)=O)s3)C2)c(C)c1 (stereo unspecified) | u | x |
| 55 | CCCN(CCC)CCNC(=O)c1cn(C)c(=O)c2c1c1ccccc1n2C | i | 0.3 |
| 56 | CCOc1ccccc1Nc1nc2ccc(C)cc2n2cnnc12 | + | 2.2* |

| entry | MgcRacGAP inhibition | West Nile antiviral |
| --- | --- | --- |
| 49 | -3% | -0.1% |
| 50 | 9% | 0.4% |
| 51 | 8% | 0.3% |
| 52 | 2% | -0.3% |
| 53 | 1% | -0.6% |
| 54 | -32% | 0.0% |
| 55 | 8% | 0.6% |
| 56 | 9% | 2.0% |

More results
| entry | structure | Myeloid diff 2 | Myeloid diff 2 GFP+ MAC1+ % |
| --- | --- | --- | --- |
| 57 | CCCCC(C(=O)NC(C)(C)C)N(Cc1ccccc1Cl)C(=O)c1snc(C(N)=O)c1N (stereo unspecified) | i | 0.1 |
| 58 | Cn1cc(Cl)c(C(=O)OCC(=O)Nc2cccc(Cl)c2)n1 | i | 0.7 |
| 59 | Cc1ccc(C(=O)N2CCN(CCNC(=O)C(=O)Nc3ccc(Cl)cc3)CC2)cc1 | i | 0.0 |
| 60 | Cc1ccc(C(=O)C2CCN(S(=O)(=O)c3ccccc3C(=O)O)CC2)cc1 | i | 0.3 |
| 61 | Cc1cc(N2CCN(C)CC2)nc2ccc(NC(=O)CCC(=O)NCCc3ccc(Cl)cc3)cc12 | i | 1.1 |

| entry | MgcRacGAP inhibition | West Nile antiviral |
| --- | --- | --- |
| 57 | 5% | 0.0% |
| 58 | 3% | -0.3% |
| 59 | 5% | -1.6% |
| 60 | 10% | 0.1% |
| 61 | 2% | -0.3% |
